Bioassay records as filed in PubChem.
CF NFkB block – inhibitors of PAF-induced NF-kB signaling, primary screen, cell-based, GFP fluorescence, uHTS; KKLEB NF-kB-GFP reporter, GFP fluorescence overnight; inhibition, % at 5 µM; 360,000 compounds, 0.86% hits;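 active = at least 50% inhibition at 5 µM, scaled per plate between neutral and stimulator controls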;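 note: PAF is a Pseudomonas aeruginosa culture filtrate used as stimulus; plate controls were PAF-stimulated DMSO wells for no effect and unstimulated DMSO wells for full effect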
aDG glyco act – activators of alpha-DG glycosylation, primary screen, uHTS, Pro5-aDG cells, AlphaScreen | alpha-DG glycosylation AlphaScreen (IIH6); 0% Pro5, 100% B10-LARGE cell signal | activation, % at 10 µM | 360,000 compounds, 0.22% hits;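 active = activation of at least 8% versus controls, or a plate z-score of at least 8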;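 note: Pro5 are CHO cells carrying HIG-tagged alpha-DG that lacks glycosylation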
Peg3 promoter – Peg3 promoter-driven luciferase inhibitors, primary screen, cell-based, HeLa, luciferase luminescence; HeLa PEG-Prom luciferase reporter, overnight; 360,000 compounds, 1.7% hits; inhibition, % at 20 µM; AID 588405, 2011;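 active = inhibition of at least 50% at 20 µM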
Shn3 inh set2 – reduction of Shn3 3'UTR firefly luciferase signal, primary screen, Schnurri-3 inhibitor project, cell-based, Clone20 osteoblasts, set 2. inhibition, % at 12.5 µM. AID 588674, 2011. 360,000 compounds, 0.52% hits. Clone20 osteoblast Shn3 3'UTR firefly luciferase, 24 h;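 active = mean inhibition of at least 75% with every replicate also reaching 75%; inconclusive = mean inhibition at least 75% but some replicate below; inactive = mean inhibition below 75%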;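 note: 0% = median of neutral control wells and 100% = pilot-screen positive control compound; some compounds past the cut are filed as inactive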
MITF TRPM1 inh – inhibitors of MITF-dependent TRPM1 promoter reporter, primary screen, cell-based, SK-MEL-5, single point, luciferase | SK-MEL-5 TRPM1 promoter luciferase, 24 h | inhibition, % at 12.5 µM | 330,000 compounds, 0.83% hits;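 active = mean inhibition across replicates of 60% or more, whatever share of single replicates reaches that level; inconclusive = some that reach 60%, reason not given; inactive = mean inhibition across replicates below 60%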; note: values of inactives mirror those of a sister screen read the other way
NR2E3 ag-1 – NR2E3 agonists in two-hybrid cells, primary screen, cell-based, luminescence, CHO-S, Gal4-NCOR/VP16-NR2E3. Photoreceptor-specific nuclear receptor (Homo sapiens), Q9Y5X4. luciferase. inhibition of corepressor binding, % at 3.98 µM. AID 602229, 2012. 360,000 compounds, 0.35% hits;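 active = inhibition above the mean of all tested compounds plus 3 SD, cut at about 70% in these data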;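 note: 0% = DMSO with NR2E3 transfected cells and 100% = cells lacking NR2E3 construct; higher means lower luciferase signal from less NR2E3 corepressor binding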
Target sequence (Q9Y5X4 whole entry, looked up, the tested form may be a part): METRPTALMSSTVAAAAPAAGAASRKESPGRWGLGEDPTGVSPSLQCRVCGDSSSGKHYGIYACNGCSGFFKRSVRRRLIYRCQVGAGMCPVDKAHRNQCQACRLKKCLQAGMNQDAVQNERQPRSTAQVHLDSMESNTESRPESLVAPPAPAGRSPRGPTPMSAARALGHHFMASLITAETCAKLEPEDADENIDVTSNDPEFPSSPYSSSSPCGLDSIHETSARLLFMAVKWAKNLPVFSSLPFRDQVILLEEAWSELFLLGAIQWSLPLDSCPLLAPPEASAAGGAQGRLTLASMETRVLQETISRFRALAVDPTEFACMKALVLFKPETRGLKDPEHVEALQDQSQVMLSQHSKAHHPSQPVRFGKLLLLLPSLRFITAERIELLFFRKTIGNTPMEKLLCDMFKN
NR2E3 ag-2 – inhibitors of NR2E3-RetCOR corepressor binding, primary screen, NR2E3 agonist project, biochemical, TR-FRET, GST-NR2E3, biotin-RetCOR | inhibition of corepressor binding, % at 4.78 µM | 1536-well | AID 2300, 2010 | Photoreceptor-specific nuclear receptor (Homo sapiens), Q9Y5X4 | 320,000 compounds, 0.12% hits;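 active = percent inhibition above the cutoff of mean plus 3 SD of all tested compounds, set per screening campaign, cut at about 20% in these data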;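 note: 0% = DMSO wells and 100% = biotin wells as full block of FRET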
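Assay system: NR2E3–RetCOR corepressor complex. Quantity: 1.35 nM GST-NR2E3. Buffer or medium: pH 7.5 Tris-based buffer. Reagent: biotinylated RetCOR corepressor at 7 nM final. Schedule: 5 h at 4 °C. Detection: TR-FRET, emission read at 617 and 671 nm. Replicates: one well per compound, singlicate testing.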
TWEAK Fn14 block – inhibitors of TWEAK-Fn14 signaling, primary screen, luciferase reporter cells, uHTS. TWEAK-stimulated Fn14 reporter cells, luciferase luminescence, 8 h. inhibition, % at 10 µM. 360,000 compounds, 2% hits; in the data active = inhibition above about 50%
KKLEB tox – cytotoxicity in KKLEB CF airway cells, primary screen, cytotoxicity control for CF NF-kB inhibitor project, cell-based, uHTS, fluorescence assay plates; AID 602141, 2011; 360,000 compounds, 0.36% hits; KKLEB CF airway cells viability, ATPlite luminescence, overnight; active compounds read low; cells stimulated with P. aeruginosa culture filtrate; activity change (cytotoxicity), % at 5 µM;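 active = corrected activity change at or below -50% at 5 µM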
iPSC survival up – enhancers of single-cell hiPSC survival, primary screen, ATPlite luminescence; 100% = ROCK inhibitor wells, 0% = DMSO; survival enhancement, % at 20 µM; 360,000 compounds, 0.044% hits; AID 602274, 2012; in the data active = survival enhancement above about 18%;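 note: cells exposed to compounds for 16 hours before the ATP read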
HIF-2a block – HIF-2a reporter inhibitors, primary screen, luminescence, 786-0 RCC cells | inhibition, % at 18.8 µM | 786-0 RCC cells HIF-2a reporter, luciferase luminescence, overnight | 360,000 compounds, 0.72% hits;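 active = inhibition of the luminescence signal of 40% or more relative to plate controls, in a single-dose primary screen at 18.75 µM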
Active calls of the source: *; ? = inconclusive; / = no result given.

[1] C=Cn1cc[n+](CC(=O)c2ccc(-c3ccccc3)cc2)c1
[2] CC(SC1CCCC1)C(=O)NC(C)(C#N)C(C)C (stereo not drawn)
[3] CCOC(=O)Cn1c(=O)oc2cc(S(=O)(=O)NC3CCCc4ccccc43)ccc21 (stereo not drawn)
[4] COc1ccc(C(=O)Nc2ccccc2C(=O)N2CCOCC2)cc1Br
[5] CCOC(=O)[C@]12CCC=C1N(CCC1=CCCCC1)C(=O)[C@H](CC(=O)NCc1ccc(C)o1)C2
[6] CC(=O)Nc1cccc(-c2cnc3ccccc3n2)c1
Screen / compound no.	1	2	3	4	5	6
CF NFkB block	-8	18	-4	-9	/	7
aDG glyco act	-0.2	-0.1	-0.1	0.1	0.0	0.2
Peg3 promoter	9	9	10	17	/	-245
Shn3 inh set2	4	-1	13	4	/	-34
MITF TRPM1 inh	-4	1	/	-1	/	-39
NR2E3 ag-1	-6	-6	-14	-6	-12	-80
NR2E3 ag-2	9	-3	2	2	/	1
TWEAK Fn14 block	-6	11	14	-4	5	8
KKLEB tox	0	5	-1	-2	/	0
iPSC survival up	-0.5	-2.9	-1.1	0.7	-0.9	1.6
HIF-2a block	23	4	17	13	11	-132

[7] COc1ccc(C(C)(O)c2nc(-c3ccc(N(C)C)cc3)cs2)cc1 (stereo not drawn)
[8] COCC(=O)Nc1cc(OC)cc(OC)c1
[9] COc1ccc(OCC(=O)OCC(=O)NCC2CCCCC2)cc1
[10] C=C(C)CN(CC)C(=O)Cn1cnc2c(oc3ccccc32)c1=O
[11] CS(=O)(=O)N1CCN(c2nc3ccc(Cl)cc3s2)CC1
[12] Cc1cc(C(=O)N2CCN(c3ccccn3)CC2)c(C)o1
Screen / compound no.	7	8	9	10	11	12
CF NFkB block	-2	9	11	2	10	4
aDG glyco act	-0.2	0.0	0.0	-0.1	0.2	-0.1
Peg3 promoter	-70	-4	0	-10	-83	-7
Shn3 inh set2	7	2	-22	-15	-45	-25
MITF TRPM1 inh	/	-16	4	-5	-70	-3
NR2E3 ag-1	35	-30	-12	-16	-11	-3
NR2E3 ag-2	/	-4	3	/	-1	-4
TWEAK Fn14 block	1	5	-7	-11	-13	-13
KKLEB tox	-6	4	13	10	-1	-1
iPSC survival up	-1.8	-0.8	-0.4	0.0	0.6	2.7
HIF-2a block	-124	11	3	-14	-83	-9

[13] CC(=O)Nc1ccc(NC(=O)CSc2ccc3nnc(CCNS(=O)(=O)c4ccc(C)cc4)n3n2)cc1
[14] CCOc1ccc(NC(=O)NCc2ccc3c(c2)OCO3)cc1
[15] CCO[C@@H]1OC(C(N)=O)=C[C@H](c2coc3ccccc3c2=O)[C@H]1CCCO
[16] CCc1ccc(C(=O)COc2ccc(NC(C)=O)cc2)cc1
[17] CC(=O)Nc1ccc(C(=O)CSc2nnc(-c3ccc(O)cc3)n2CC2CCCO2)cc1 (stereo not drawn)
[18] CNC(=S)N1N=C(c2ccc(C)cc2)CC1c1ccc(OC)cc1 (stereo not drawn)
Screen / compound no.	13	14	15	16	17	18
CF NFkB block	11	12	7	-2	0	8
aDG glyco act	-0.5	0.4	1.3	-0.1	0.2	-0.1
Peg3 promoter	2	0	-4	-84	12	-40
Shn3 inh set2	-12	-13	-29	-27	-9	9
MITF TRPM1 inh	6	-9	1	-5	5	-8
NR2E3 ag-1	-3	-12	0	-5	4	-21
NR2E3 ag-2	1	3	-1	3	2	-2
TWEAK Fn14 block	-23	0	0	-9	2	-25
KKLEB tox	0	-7	-8	13	1	-2
iPSC survival up	-0.6	-0.4	-0.5	-0.6	0.7	0.9
HIF-2a block	9	-12	-1	-21	-3	-67

[19] O=C(CSc1nnc2ccc(-c3ccc(Br)cc3)nn12)NCC1CCCO1 (stereo not drawn)
[20] O=C(N/N=C/c1ccc([N+](=O)[O-])o1)c1cc2c(ccc3ccccc32)o1
[21] CC(CCc1ccccc1)NC(=O)COC(=O)c1ccc([N+](=O)[O-])cc1 (stereo not drawn)
[22] Cc1cc(C)cc(NC(=S)NCC2CCCO2)c1 (stereo not drawn)
[23] O=C(O)c1ccccc1NS(=O)(=O)c1ccc2ccccc2c1
[24] COc1ccc(CNc2nc3c(c(=O)[nH]c(=O)n3C)n2CCCc2ccccc2)cc1
Screen / compound no.	19	20	21	22	23	24
CF NFkB block	-13	-18	-21	-12	10	-6
aDG glyco act	0.4	3.0	0.0	-0.1	0.0	-0.1
Peg3 promoter	4	54*	-7	18	-104	17
Shn3 inh set2	-1	14	5	7	-12	29
MITF TRPM1 inh	2	?	-1	12	0	-3
NR2E3 ag-1	10	-33	-3	1	-135	-19
NR2E3 ag-2	-1	/	3	-1	0	2
TWEAK Fn14 block	-2	35	21	13	-6	-2
KKLEB tox	6	-12	0	0	4	-4
iPSC survival up	0.1	-2.0	0.2	-3.9	-0.2	8.5
HIF-2a block	12	-7	16	-12	-103	23

[25] Cc1ccc(C)c(NC(=S)N2C3CCCC2CC(NC(=O)C2CC2)C3)c1 (stereo not drawn)
[26] O=C(/C=C/[C@H]1O[C@@H](n2cnc3c(NC(=O)c4ccccc4)ncnc32)[C@H](O)[C@@H]1O)NCCCc1ccccc1
[27] CC(C)Cc1nnc(NC(=O)Nc2ccccc2)s1
[28] Cc1ccc(/C=C/c2nnc(-c3ccc(C)cc3)o2)cc1
[29] COC(=O)C(NC(=O)CN1C(=O)c2ccccc2C1=O)c1ccc(O)c(OC)c1 (stereo not drawn)
[30] O=C(N/N=C/c1ccc2c(c1)OCCO2)c1ccncc1
Screen / compound no.	25	26	27	28	29	30
CF NFkB block	6	-37	-22	0	1	-3
aDG glyco act	-0.1	-0.1	-0.1	0.1	0.0	0.0
Peg3 promoter	16	3	-358	-62	11	14
Shn3 inh set2	-2	-4	-85	3	8	3
MITF TRPM1 inh	1	/	-97	-5	-6	-14
NR2E3 ag-1	-11	-6	-143	-35	-3	-25
NR2E3 ag-2	0	/	4	6	3	1
TWEAK Fn14 block	3	2	0	-19	16	-5
KKLEB tox	6	-6	3	-2	-12	9
iPSC survival up	-0.1	-3.9	-0.4	-2.0	-0.1	-0.6
HIF-2a block	7	10	-260	-192	8	-33

[31] N#Cc1nc(COc2cccc(Cl)c2)oc1N1CCCC1
[32] COc1cccc(CNC(=O)Cn2c(=O)oc3ccccc32)c1OC
[33] CCOC(=O)[C@H]1[C@H]2COc3ccc(Br)cc3[C@@H]2N2C(=O)CN(Cc3ccc(Cl)cc3)C(=O)[C@@]12C
[34] CSc1nc2ccccc2cc1/C=C(\C#N)c1cccc(C)c1
[35] O=C(CC(Cc1ccccc1)C(=O)O)Nc1ccc(F)cc1 (stereo not drawn)
[36] O=C(NNc1cccc(Cl)n1)C1CC1
Screen / compound no.	31	32	33	34	35	36
CF NFkB block	11	-28	-22	14	-2	-3
aDG glyco act	0.0	0.1	0.4	-0.5	0.0	0.0
Peg3 promoter	14	-12	0	27	7	15
Shn3 inh set2	7	5	6	5	4	-3
MITF TRPM1 inh	-4	7	-1	15	4	3
NR2E3 ag-1	-12	-1	-27	-116	-47	6
NR2E3 ag-2	0	2	/	-1	3	-4
TWEAK Fn14 block	-11	10	17	19	10	9
KKLEB tox	-4	22	-2	6	-5	-16
iPSC survival up	0.1	-1.1	-0.3	1.7	-0.6	1.2
HIF-2a block	-18	5	7	21	16	14

[37] CCOC(=O)C1=C(N)N2C(=O)CSC2=C(C(=O)OC)C1
[38] Cc1ncc(CN2CCN(CCc3ccccc3)C(CCO)C2)s1 (stereo not drawn)
[39] O=C1CCCN1CCC12CC3CC(CC(C3)C1)C2
[40] Cc1cccc(S(=O)(=O)c2c(N)n(/N=C/c3ccco3)c3nc4ccccc4nc23)c1
[41] Cc1cc(NC(=O)c2ccccc2F)n(C(C)(C)C)n1
[42] Cc1ccc(S(=O)(=O)CCC(=O)NCCN2C(=O)S/C(=C/c3ccc(F)cc3)C2=O)cc1
Screen / compound no.	37	38	39	40	41	42
CF NFkB block	8	-32	5	-5	-3	4
aDG glyco act	-0.1	-0.2	0.0	0.0	0.1	0.4
Peg3 promoter	11	8	-9	24	16	-81
Shn3 inh set2	0	1	9	67	-16	1
MITF TRPM1 inh	14	-15	/	5	-2	-21
NR2E3 ag-1	-14	3	-3	9	-17	-20
NR2E3 ag-2	1	3	5	3	1	-5
TWEAK Fn14 block	-23	-19	-9	32	6	-3
KKLEB tox	-4	-3	19	-2	2	-7
iPSC survival up	1.1	-0.5	4.0	-0.3	-0.5	-1.4
HIF-2a block	21	2	3	-46	8	-63

[43] CCOC(=O)C1C2C=CC3(CN(c4ccccc4CC)C(=O)C13)O2 (stereo not drawn)
[44] CCOC(=O)CSC1=Nc2ccccc2C2=NC(CC(=O)NCc3ccc4c(c3)OCO4)C(=O)N12 (stereo not drawn)
[45] Nc1c(C(=O)c2cccs2)sc2nsc(SCCN3CCCCC3)c12
[46] O=Cc1ccc(-c2cccc(C(=O)O)c2)o1
[47] O=C(CN(Cc1ccc(F)cc1)C(=O)CCC(=O)Nc1nccs1)NCc1ccc(F)cc1
[48] Cc1ccc(C(=O)CCC(=O)OCC(=O)NNC(=O)c2ccc([N+](=O)[O-])cc2)cc1
Screen / compound no.	43	44	45	46	47	48
CF NFkB block	-9	-8	-63	8	-7	2
aDG glyco act	-0.2	-0.1	0.6	-0.2	0.0	-0.3
Peg3 promoter	19	2	-145	-66	4	11
Shn3 inh set2	-21	-10	-32	-20	-7	-47
MITF TRPM1 inh	13	12	-41	-6	2	-3
NR2E3 ag-1	-9	2	-47	-38	5	5
NR2E3 ag-2	0	1	-1	7	-3	1
TWEAK Fn14 block	7	10	39	-20	-5	12
KKLEB tox	5	-8	-36	-3	-9	1
iPSC survival up	-1.2	-2.6	-0.4	-0.8	-0.7	-0.5
HIF-2a block	14	-3	-322	-8	4	7
